From PubChem
Y pestis TopoI – Y. pestis Topo-I inhibition via cleavage products | activity, % at 10 µM | AID 504884 | 360,000 tested, 0.064% active | Y. pestis Topo-I cleavage product accumulation, plate reader; in the data active = activity above about 50%, passing the limit was not always enough; inconclusive = no clear call, values can overlap the other calls; also: inactives centre near 2
PfHsp40 rescue – restores yeast growth despite PfHsp40 toxicity | growth rescue, % at 12.5 µM | 340,000 tested, 0.68% active | S. cerevisiae expressing PfHsp40, growth rescue, ATP luminescence | AID 504582; in the data active = growth rescue above about 28%, passing the limit was not always enough; inconclusive = no clear call, values can overlap the other calls;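 also: yeast W303a lacking pdr1 and pdr3 grown in galactose medium; growth measured after three days at 30 °C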
PrPC surface inh – inhibitors of human cell surface prion protein PrPC; P04156; TR-FRET read-out; inhibition, % at 13.8 µM; 370,000 tested, 0.43% active; in the data active = inhibition above about 24%; also: 0% = median of the test wells and 100% = reference compound wells
CCHF vOTU inh – CCHFV vOTU protease inhibition; Pep-AMC fluorescence; inhibition, % at 11.5 µM; 370,000 tested, 0.55% active; in the data active = inhibition above about 30%; also: 0% = vehicle wells with enzyme and 100% = no enzyme wells
FadD28 binding – blocks FadD28 binding to the bisubstrate probe. AID 588549. 360,000 tested, 0.22% active. inhibition, % at 12.5 µM. fluorescence polarization; in the data active = inhibition above about 8.5%, passing the limit was not always enough; inconclusive = no clear call, values can overlap the other calls
BoNT F protease – BoNT F light chain protease inhibition. Multiplex microsphere protease cleavage assay, flow cytometry. inhibition, % at 10 µM. 360,000 tested, 0.22% active; in the data active = inhibition above about 35%, passing the limit was not always enough; inconclusive = no clear call, values can overlap the other calls; also: plate controls were buffer without enzyme for full effect and enzyme alone for no effect
BoNT A protease – BoNT A light chain protease inhibition; inhibition, % at 10 µM; 360,000 tested, 0.17% active; multiplex microsphere protease substrate cleavage, flow cytometry; also: plate controls were buffer without enzyme for full effect and enzyme alone for no effect
TcdB GH inh – inhibitors of Clostridioides difficile toxin B glycohydrolase | AID 652162 | inhibition, % at 9.99 µM | TcdB glycohydrolase enzymatic assay, plate reader | 350,000 tested, 0.24% active; in the data active = inhibition above about 10%
Target sequence (P18177 whole entry, looked up): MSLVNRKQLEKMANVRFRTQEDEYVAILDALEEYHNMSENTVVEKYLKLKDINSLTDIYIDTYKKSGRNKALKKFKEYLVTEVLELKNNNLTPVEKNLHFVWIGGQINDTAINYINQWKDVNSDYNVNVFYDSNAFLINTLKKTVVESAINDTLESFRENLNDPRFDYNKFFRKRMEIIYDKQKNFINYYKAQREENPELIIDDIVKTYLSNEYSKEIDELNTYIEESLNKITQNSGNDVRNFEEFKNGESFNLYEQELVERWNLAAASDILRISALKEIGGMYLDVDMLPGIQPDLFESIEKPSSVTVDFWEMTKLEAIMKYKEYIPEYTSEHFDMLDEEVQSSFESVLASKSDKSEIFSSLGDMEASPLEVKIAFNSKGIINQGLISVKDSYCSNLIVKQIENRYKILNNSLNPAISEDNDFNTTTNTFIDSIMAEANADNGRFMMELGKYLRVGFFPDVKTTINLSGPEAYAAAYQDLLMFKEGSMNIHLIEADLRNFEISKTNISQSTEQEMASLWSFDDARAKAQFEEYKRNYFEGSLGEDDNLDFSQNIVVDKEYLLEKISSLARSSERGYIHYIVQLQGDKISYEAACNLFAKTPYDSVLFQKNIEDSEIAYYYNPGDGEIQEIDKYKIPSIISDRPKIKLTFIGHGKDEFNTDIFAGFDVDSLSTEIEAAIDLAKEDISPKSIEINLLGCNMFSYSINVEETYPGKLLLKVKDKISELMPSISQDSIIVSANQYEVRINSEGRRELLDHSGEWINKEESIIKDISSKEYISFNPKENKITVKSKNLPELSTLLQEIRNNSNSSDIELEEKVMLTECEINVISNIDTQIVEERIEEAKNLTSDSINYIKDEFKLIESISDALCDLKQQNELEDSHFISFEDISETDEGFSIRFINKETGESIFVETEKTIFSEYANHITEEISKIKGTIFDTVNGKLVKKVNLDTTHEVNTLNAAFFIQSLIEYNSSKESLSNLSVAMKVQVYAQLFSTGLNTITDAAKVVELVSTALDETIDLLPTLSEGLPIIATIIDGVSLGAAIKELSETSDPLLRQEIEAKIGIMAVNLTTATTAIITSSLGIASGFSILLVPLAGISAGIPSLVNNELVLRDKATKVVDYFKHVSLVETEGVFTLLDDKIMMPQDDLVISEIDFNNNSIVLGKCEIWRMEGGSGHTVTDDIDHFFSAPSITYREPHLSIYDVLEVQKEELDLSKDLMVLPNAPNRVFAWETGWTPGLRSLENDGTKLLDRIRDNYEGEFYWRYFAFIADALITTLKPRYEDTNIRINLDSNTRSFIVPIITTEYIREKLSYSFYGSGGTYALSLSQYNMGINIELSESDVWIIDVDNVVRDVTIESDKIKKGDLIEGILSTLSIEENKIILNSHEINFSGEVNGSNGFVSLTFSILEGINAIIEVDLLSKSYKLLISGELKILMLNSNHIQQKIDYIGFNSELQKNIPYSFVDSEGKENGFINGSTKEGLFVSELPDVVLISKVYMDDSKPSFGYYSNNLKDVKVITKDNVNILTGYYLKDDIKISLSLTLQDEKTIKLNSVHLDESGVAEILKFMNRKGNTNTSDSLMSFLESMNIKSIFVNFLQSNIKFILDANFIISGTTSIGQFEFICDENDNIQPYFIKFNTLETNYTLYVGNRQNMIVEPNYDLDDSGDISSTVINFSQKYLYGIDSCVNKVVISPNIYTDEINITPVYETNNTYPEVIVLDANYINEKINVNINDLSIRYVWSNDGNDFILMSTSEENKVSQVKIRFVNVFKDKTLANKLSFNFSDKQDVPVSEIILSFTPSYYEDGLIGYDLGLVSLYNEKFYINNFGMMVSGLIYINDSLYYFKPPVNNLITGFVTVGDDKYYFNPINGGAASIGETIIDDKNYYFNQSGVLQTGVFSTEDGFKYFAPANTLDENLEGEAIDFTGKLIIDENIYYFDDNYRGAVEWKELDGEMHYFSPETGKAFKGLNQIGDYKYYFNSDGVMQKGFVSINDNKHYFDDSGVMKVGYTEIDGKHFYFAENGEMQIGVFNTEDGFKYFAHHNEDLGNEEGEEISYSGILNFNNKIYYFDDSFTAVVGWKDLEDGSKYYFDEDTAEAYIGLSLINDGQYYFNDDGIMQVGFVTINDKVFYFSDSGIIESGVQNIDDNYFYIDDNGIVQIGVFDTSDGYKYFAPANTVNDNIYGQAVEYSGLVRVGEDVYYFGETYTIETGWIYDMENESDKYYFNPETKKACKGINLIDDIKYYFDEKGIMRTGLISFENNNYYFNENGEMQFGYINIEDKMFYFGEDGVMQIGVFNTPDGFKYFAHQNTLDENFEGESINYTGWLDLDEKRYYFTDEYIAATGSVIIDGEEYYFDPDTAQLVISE
Anthrax LF inh2 – blocks Bacillus anthracis lethal factor protease | P15917 | multiplex microsphere protease cleavage assay, LF | 360,000 tested, 0.12% active | inhibition, % at 10 µM; also: plate controls were buffer without enzyme for full effect and enzyme alone for no effect
Active calls of the source: *; ? = inconclusive; . = not tested or not shown; & = joins results of further samples. Rule as the data show it, unless noted: active = inhibition above about 30%; inconclusive = no clear call, values can overlap the other calls; inactive = below that.

SMILES	Y pestis TopoI	PfHsp40 rescue	PrPC surface inh	CCHF vOTU inh	FadD28 binding	BoNT F protease	BoNT A protease	TcdB GH inh	Anthrax LF inh2
COc1ccccc1-c1coc2c(CN(C)C)c(O)ccc2c1=O	-2	?	10	-176	-2.3	6	3.6	-6.5	-5
Cc1cccc(NS(=O)(=O)c2cccc(C(=O)NCCCN3CCCC3=O)c2)c1	6	0.0	5	-17	0.6	-1	-1.4	-0.5	-3
CC(C)C1C(=O)N(Cc2cn(CCC3OCCO3)nn2)CCS(=O)(=O)N1Cc1ccc(-c2ccccc2Cl)cc1 (stereo not given)	.	.	-2	11	-15	-6	-0.3	0.2	-6
c1ccc(P(c2ccccn2)c2ccccn2)cc1	0	-1.4	3	-2	-2.3	-6	-1.6	-0.6	-4
Cc1ccc(C(=O)N2CC3(C(C)C)CN(C(=O)c4ccc(C)cc4)CC(C(C)C)(C2)C3=O)cc1	6	1.1&-0.8	2	6	-3.3	-26	-2.0	.	0
COc1ccc(C(=O)Nc2ccncc2)cc1OC	8	-1.0	8	6	?	0	-0.3	1.5	-4
COc1ccc(C)cc1S(=O)(=O)N1CCN(C(=O)c2ncoc2-c2cccc(C)c2)CC1	11	0.2	4	-7	-3.9	-4	1.1	-0.4	4
N#Cc1ccsc1NC(=O)C1CCN(S(=O)(=O)c2cccs2)CC1	6	1.6	6	-4	-1.1	-49	-31	0.4	-13
Cc1c(Cl)cccc1NC(=S)N(CCN(C)C)C(C)c1ccco1 (stereo not given)	1	-0.9	0	-1	-2.1	-2	0.5	-0.5	-2
COc1cccc(C(C)NC(=S)NCc2ccc(F)cc2)c1 (stereo not given)	-10	0.3	3	-5	-0.6	9	4.1	1.5	7
COC(=O)c1cc(S(=O)(=O)N2CCCCCC2)c[nH]1	0	0.2	.	.	-0.4	-8	-1.3	.	0
N/C(Cn1cncn1)=N\NC(=O)C(=O)Nc1ccccc1	4	-0.1	-2	-4	0.0	-2	-0.3	0.3	-8
CCOC(=O)C1(CCOC)CCN(Cc2nc(-c3cccs3)oc2C)CC1	12	-0.7	-11	0	-1.3	0	0.2	1.1	-2
c1coc(CNc2nc(-c3cccs3)cs2)c1	-18	1.4	0	9	-2.2	0	-1.2	0.0	-6
CCOc1ccc(C(=O)OC2CCN(C)CC2)cc1	7	-0.6	-6	1	-3.9	-4	0.2	.	-1
CC12CCC(=O)N1C(C(=O)Nc1nc3c(F)cc(F)cc3s1)CS2 (stereo not given)	-6	0.4	1	9	-0.7	-4	1.3	0.4	-1
CCC(=O)Nc1cccc(NC(=O)c2ccccc2Cl)c1	6	2.4	1	-5	-1.3	-1	0.8	1.4	-9
C/C=C(\C)C(=O)OC1CC(C)(C)C[C@H]2C3=CC[C@@H]4[C@@]5(C)CCC(O[C@@H]6O[C@@H](C(=O)O)[C@@H](O)C(O[C@@H]7OC[C@H](O)[C@@H](O)[C@@H]7O[C@@H]7OC(CO)C(O)[C@@H](O)[C@@H]7O)C6O[C@@H]6OC(CO)C(O)C(O)C6O)[C@@](C)(CO)[C@@H]5CC[C@]4(C)[C@]3(C)CC(O)[C@@]12CO (stereo not given in full)	24	-1.0	-5	-4	-27	-2	-0.1	2.1	-4
Cc1nn(C(C)(C)C)c(NC(=O)c2ccc(Cl)cc2Cl)c1Br	-8	1.7	7	-10	2.6	5	1.3	0.5	2
Cc1ccc(-c2cc(=O)c3ccc(Cl)cc3[nH]2)cc1	5	4.3	7	1	-0.1	-1	0.1	0.5	1
Cc1ccccc1OCC(=O)N/N=C/c1ccc(N(C)C)cc1	-11	0.2	-4	-22	-2.3	-4	-0.8	-2.3	1
CC1CCCC(NC(=O)Nc2cccs2)C1C (stereo not given)	4	0.7	-2	-1	1.2	-3	0.7	.	-1
O=S(=O)(NC1CCc2ccccc21)c1ccccc1 (stereo not given)	9	.	8	-1	0.4	-2	0.1	2.5	-6
COC(=O)c1cc(O)c(O)c(O)c1	3	-0.7	-4	-3	-4.8	3	0.2	-9.7	-1

Six entries out of the list, arranged by SMILES length, ascending.
SMILES	Y pestis TopoI	PfHsp40 rescue	PrPC surface inh	CCHF vOTU inh	FadD28 binding	BoNT F protease	BoNT A protease	TcdB GH inh	Anthrax LF inh2
COC(=O)c1cc(O)c(O)c(O)c1	3	-0.7	-4	-3	-4.8	3	0.2	-9.7	-1
CC1CCCC(NC(=O)Nc2cccs2)C1C (stereo not given)	4	0.7	-2	-1	1.2	-3	0.7	.	-1
N/C(Cn1cncn1)=N\NC(=O)C(=O)Nc1ccccc1	4	-0.1	-2	-4	0.0	-2	-0.3	0.3	-8
Cc1c(Cl)cccc1NC(=S)N(CCN(C)C)C(C)c1ccco1 (stereo not given)	1	-0.9	0	-1	-2.1	-2	0.5	-0.5	-2
CCOC(=O)C1(CCOC)CCN(Cc2nc(-c3cccs3)oc2C)CC1	12	-0.7	-11	0	-1.3	0	0.2	1.1	-2
C/C=C(\C)C(=O)OC1CC(C)(C)C[C@H]2C3=CC[C@@H]4[C@@]5(C)CCC(O[C@@H]6O[C@@H](C(=O)O)[C@@H](O)C(O[C@@H]7OC[C@H](O)[C@@H](O)[C@@H]7O[C@@H]7OC(CO)C(O)[C@@H](O)[C@@H]7O)C6O[C@@H]6OC(CO)C(O)C(O)C6O)[C@@](C)(CO)[C@@H]5CC[C@]4(C)[C@]3(C)CC(O)[C@@]12CO (stereo not given in full)	24	-1.0	-5	-4	-27	-2	-0.1	2.1	-4

(more compounds)
SMILES	Y pestis TopoI	PfHsp40 rescue	PrPC surface inh	CCHF vOTU inh	FadD28 binding	BoNT F protease	BoNT A protease	TcdB GH inh	Anthrax LF inh2
COc1cc2c(cc1OC)C(C)N(C(=O)Nc1cc(C)cc(C)c1)CC2 (stereo not given)	14	1.5	13	-6	-1.6	-13	-1.3	-1.4	-4
CCn1nc(C)c(CNC(=O)C2CCC(=O)N(Cc3ccc(Cl)cc3)C2)c1C (stereo not given)	-9	-0.8	7	-6	-2.3	2	0.3	1.1	4
Cc1ccnc(NC(=O)c2cc3c(=O)oc4ccc(C)cc4c3s2)c1	0	1.7	9	-4	0.7	-4	-0.9	0.9	-3
CCn1c(CNc2ccc(Cl)cc2)nnc1SCC(=O)NCc1ccccc1	0	-0.9	-5	-18	-2.2	-6	0.4	.	4
Cc1nc2ncnn2c(C)c1CCC(=O)NCc1ccco1	2	1.1	-2	-11	-3.1	-8	-0.2	.	-4
CN(C)c1ccc(CNC(=O)CN(C)S(=O)(=O)c2ccc3c(c2)c(=O)n(C)c(=O)n3C)cc1	-1	-0.3	-1	-13	-2.0	-12	-2.8	4.8	-4
O=C(COc1ccc(Cl)cc1)Nc1ccccc1C(=O)NCc1cccnc1	0	-0.7	2	1	0.4	5	1.5	-1.6	-3
CCc1ccc(C(=O)COc2ccc(NC(C)=O)cc2)cc1	2	0.2	2	-1	-1.3	-2	0.0	.	-1
CC(=O)N1CC2(c3ccccc3)CN(C(C)=O)CC(c3ccccc3)(C1)C2=O	-9	0.5	4	-6	0.3	.	.	-0.4	.
CNc1ncnc2c1ncn2-c1ccccc1	8	0.4	-3	-8	-3.4	-4	-0.4	-0.5	-8
Cn1c(SCC(=O)Nc2ccc3c(c2)OCCO3)nnc1-c1ccco1	-2	-1.1	-4	7	-1.8	5	-0.4	.	-6
NC(=O)c1cccn1Cc1cccc(Cl)c1	4	0.7	1	-4	-4.5	-10	-0.8	.	-1
Cc1ccc2nc(NC(=O)C(NS(=O)(=O)c3cccc4nsnc34)C(C)C)sc2c1 (stereo not given)	9	0.2	-5	0	-0.6	-3	-0.6	2.0	-17
COc1cc(CNCc2ccccn2)ccc1OCC(=O)NC(C)(C)C	-4	-1.4	5	0	-2.6	-8	-0.1	.	-1
O=C1[C@H]2[C@@H](c3ccc(C(F)(F)F)cc3)N[C@]3(CCCN(Cc4ccco4)C3=O)[C@H]2C(=O)N1Cc1ccccc1	12	.	-2	7	-6.2	-2	-0.2	-0.1	-9
CC(=O)Nc1cccc(C(=O)N/N=C/c2ccc(F)cc2)c1	0	0.3	-11	-5	-4.3	-3	0.3	1.6	0
C=CCn1c(SCC(N)=O)nc2scc(-c3ccc(C)o3)c2c1=O	-3	0.2	11	13	-2.0	0	-0.6	1.9	-2
CCc1sc(C(=O)Nc2ccc(NC(C)=O)cc2)cc1C	-1	-0.3	-5	-10	0.3	-2	-0.5	1.5	-1
CCc1nc2ccc(C(=O)Nc3cc(-c4ccccc4)ccc3OC)cn2c1N(C)Cc1nccs1	18	.	8	4	-2.8	0	0.0	-7.6	-2
Cc1ccc(C2=NS(=O)(=O)N(C)C(C(=O)NC(C)c3ccccc3)=C2)cc1 (stereo not given)	1	-0.2	-6	7	-3.6	-9	0.3	1.7	0
O=C1CN=C(c2ccccc2F)c2cc(Cl)ccc2N1	3	0.7	1	23	-2.5	-2	-0.1	1.0	1
Cc1cccc(NS(=O)(=O)Cc2ccccc2)c1C	-4	0.0	5	2	-3.6	?	-2.4	2.0	-25
CNc1nc(NCc2ccccc2)nc(N)c1[N+](=O)[O-]	5	1.1	0	22	-1.7	3	2.3	1.9	-1
COC(=O)Cc1csc(NC(=O)CSc2nncn2C)n1	5	.	-4	11	-1.4	0	-0.4	1.8	-1
Cc1cccc(N(CC(=O)Nc2c(C)n(C)n(-c3ccccc3)c2=O)S(C)(=O)=O)c1	-2	-0.4	-6	-29	-1.5	1	-0.6	.	-2
CCN(CCO)c1nc(N2CCCCC2)c2cnn(C)c2n1	7	2.3	-4	15	0.2	-4	1.2	-0.6	7
CC(C)(C)NC(=O)c1ccc(COc2ccc(Cl)cc2Cl)o1	6	8.2	6	14	-0.5	-8	-1.6	1.3	-5
COc1cccc2cc3c(=O)oc4ccccc4c3nc12	5	0.1	-3	-2	-1.0	-11	-0.5	.	-6
COc1ccc(-c2noc3c2-c2nc(-c4ccccc4Cl)sc2CC3)cc1	0	-1.3	-1	14	-2.2	-4	0.4	.	-10
O=C1c2ccccc2NC(c2ccc(O)cc2)N1/N=C/c1ccc(O)cc1 (stereo not given)	-3	0.6	5	-10	-1.5	-5	0.6	.	-2
CCc1cccc(CC)c1NC(=S)N1CC2CC(C1)c1cccc(=O)n1C2 (stereo not given)	1	-1.3	7	2	-1.1	0	-0.1	1.0	-2
OC(COc1ccc(CN2CCCCO2)cc1)CN1CCCCC1 (stereo not given)	7	-0.3	-8	0	-0.1	-3	0.1	0.6	-2
Cc1csc(NC(=O)CSc2nncs2)n1	2	-0.1	24	-13	-1.1	-9	-3.4	2.1	2
N#CCCN(C(=O)COC(=O)CCc1nc2ccccc2c(=O)[nH]1)c1ccc(F)cc1	-9	-0.3	-2	0	-0.6	-19	-2.3	3.3	-10
O=C(Cn1cnc2ccccc21)N/N=C/c1cccs1	-7	-1.8	9	-10	-1.6	-1	-0.1	.	2
CCOc1c([N+](=O)[O-])cc2c(C)c(C(=O)N3CCN(C)CC3)oc2c1OCC	9	-0.4	-24	-16	-0.7	8	-0.3	0.1	-8
COc1ccc(/C=C/C(=O)Nc2ccc(-n3nncc3-c3ccc(OC)c(OC)c3)cc2)cc1OC	7	0.4	25*	-14	-1.6	-4	-0.1	-0.3	-3
O=C(NCCO)C(=O)NCC1OCCCN1S(=O)(=O)c1cccs1 (stereo not given)	-12	0.5	0	-13	0.4	-5	-0.7	.	1
CN(CC(=O)O)S(=O)(=O)c1cc(Cl)ccc1Cl	4	-1.3	-3	-7	-2.3	-12	-1.3	-0.5	1
COc1ccc(N(C(=O)c2ccco2)C(C(=O)NC2CCCC2)c2ccccc2)cc1 (stereo not given)	4	0.4	3	2	-3.2	-24	-1.2	4.6	-2
Cc1ccc(NC(=O)NNC(=O)C2CC(c3cccs3)=NO2)cc1 (stereo not given)	-6	1.1	-1	1	-2.5	6	-0.8	0.2	0
CC(=O)c1cccc(NC(=O)c2ccc(C)o2)c1	-1	0.3	-10	6	-4.1	0	-0.3	1.0	-5
CCOC(=O)C(=O)N/N=C/c1ccco1	0	0.2	-2	3	-1.7	?	4.3	-1.1	18
CCOC(=O)CC1C(C(=O)OCC)ON2OC(C(=O)OC)C(C(=O)OCC)C12 (stereo not given)	-3	1.4	3	16	0.5	-10	-0.5	.	-1
CCCC(=O)Nn1cnc2c(c1=O)C1(CCCCC1)Cc1ccccc1-2	8	0.1	-6	5	-5.1	-10	0.4	.	-4
CCOC(=O)c1c(C)oc2ccc(OC(=O)N3CCOCC3)cc12	-3	-0.2	-4	-3	-1.0	2	0.3	0.4	2

Rows are unselected; about 2.3% have a hit in one of these screens.
